ASAP1 GAP inh: inhibitors of human ASAP1 ArfGAP activity; Q9ULH1; ASAP1-stimulated ARF1 GTP hydrolysis, GDP FP detection; inhibition, % at 16.5 µM; 360,000 compounds, 0.19% hits; AID 624377; in the data active = inhibition above about 25%;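 also: 0% = vehicle with enzyme and substrate and 100% = no enzyme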
TDP2 absorb: blocks human TDP2 phosphodiesterase activity; inhibition, % at 12.8 µM; 370,000 compounds, 0.34% hits; AID 720702; O95551; recombinant TDP2, T5PNP hydrolysis, p-nitrophenol absorbance 415 nm;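 active = inhibition above the mean of all tested compounds plus 3 SD, set per campaign, cut at about 25% in these data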;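 also: 0% = DMSO with enzyme and 100% = buffer with substrate but no TDP2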
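Assay system: Recombinant human TDP2 | Quantity: 120 nM TDP2 per well | Incubation: 2 h at 37 °C | Signal: Epi absorbance | Evaluation: Percent inhibition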
PLC-beta3 inh: blocks human PLC-beta3 enzyme activity | Purified PLC-beta3, fluorogenic substrate, fluorescence | inhibition, % at 12.2 µM | 370,000 compounds, 0.18% hits | AID 720704; in the data active = inhibition above about 11%;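 also: 0% = median of compound wells on plate and 100% = full blocker control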
ARFGAP1 inh: inhibitors of rat ARFGAP1. Q62848. Arfgap1-stimulated ARF1 GTP hydrolysis, GDP FP detection. inhibition, % at 16.5 µM. 360,000 compounds, 0.26% hits. AID 651572;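 active = inhibition above a per-plate limit, mean inhibition of low control wells plus 3 SD, cut at about 25% in these data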;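 also: 0% = DMSO wells with enzyme and 100% = wells lacking Arfgap1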
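Material: rat Arfgap1 GAP domain (His6, aa 1-136), purified enzyme. Also added: human ARF1(Δ1-17)-GTP substrate. Compound dosing: 16.5 µM single point, 1.26% DMSO. Timing: enzyme reaction 120 min at 25 °C after 20 min preincubation. Signal: GDP detection by fluorescence polarization. Read-out basis: percent inhibition of GAP-stimulated GDP formation, scaled between DMSO and no-Arfgap1 medians.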
ADAM10 inh: ADAM10 inhibition, QFRET primary screen | AID 720582 | inhibition, % at 7 µM | 370,000 compounds, 0.62% hits | O14672 | recombinant ADAM10, EDANS/DABCYL FRET peptide cleavage, 3 h;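 active = inhibition above a per-campaign cutoff equal to the mean of compounds falling between control-based bounds plus 3 SD, cut at about 20% in these data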;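 also: 0% = DMSO wells while the 100% control is not disclosed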
ADAM17 inh: ADAM17 inhibition, QFRET primary screen; inhibition, % at 6.95 µM; 370,000 compounds, 0.83% hits; P78536; recombinant ADAM17, EDANS/DABCYL FRET peptide cleavage; AID 720648;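 active = inhibition above the mean of compounds lying between control limits plus 3 SD, set per campaign, cut at about 8.5% in these data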;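 also: 0% = DMSO-only wells as the low control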
PLC-gamma1 inh: PLC-gamma1 (human) inhibition, primary screen. AID 720700. inhibition, % at 12.2 µM. 370,000 compounds, 0.84% hits. purified PLC-gamma1, fluorogenic substrate, fluorescence; in the data active = inhibition above about 9.5%
Target sequence (P19174 whole entry, looked up): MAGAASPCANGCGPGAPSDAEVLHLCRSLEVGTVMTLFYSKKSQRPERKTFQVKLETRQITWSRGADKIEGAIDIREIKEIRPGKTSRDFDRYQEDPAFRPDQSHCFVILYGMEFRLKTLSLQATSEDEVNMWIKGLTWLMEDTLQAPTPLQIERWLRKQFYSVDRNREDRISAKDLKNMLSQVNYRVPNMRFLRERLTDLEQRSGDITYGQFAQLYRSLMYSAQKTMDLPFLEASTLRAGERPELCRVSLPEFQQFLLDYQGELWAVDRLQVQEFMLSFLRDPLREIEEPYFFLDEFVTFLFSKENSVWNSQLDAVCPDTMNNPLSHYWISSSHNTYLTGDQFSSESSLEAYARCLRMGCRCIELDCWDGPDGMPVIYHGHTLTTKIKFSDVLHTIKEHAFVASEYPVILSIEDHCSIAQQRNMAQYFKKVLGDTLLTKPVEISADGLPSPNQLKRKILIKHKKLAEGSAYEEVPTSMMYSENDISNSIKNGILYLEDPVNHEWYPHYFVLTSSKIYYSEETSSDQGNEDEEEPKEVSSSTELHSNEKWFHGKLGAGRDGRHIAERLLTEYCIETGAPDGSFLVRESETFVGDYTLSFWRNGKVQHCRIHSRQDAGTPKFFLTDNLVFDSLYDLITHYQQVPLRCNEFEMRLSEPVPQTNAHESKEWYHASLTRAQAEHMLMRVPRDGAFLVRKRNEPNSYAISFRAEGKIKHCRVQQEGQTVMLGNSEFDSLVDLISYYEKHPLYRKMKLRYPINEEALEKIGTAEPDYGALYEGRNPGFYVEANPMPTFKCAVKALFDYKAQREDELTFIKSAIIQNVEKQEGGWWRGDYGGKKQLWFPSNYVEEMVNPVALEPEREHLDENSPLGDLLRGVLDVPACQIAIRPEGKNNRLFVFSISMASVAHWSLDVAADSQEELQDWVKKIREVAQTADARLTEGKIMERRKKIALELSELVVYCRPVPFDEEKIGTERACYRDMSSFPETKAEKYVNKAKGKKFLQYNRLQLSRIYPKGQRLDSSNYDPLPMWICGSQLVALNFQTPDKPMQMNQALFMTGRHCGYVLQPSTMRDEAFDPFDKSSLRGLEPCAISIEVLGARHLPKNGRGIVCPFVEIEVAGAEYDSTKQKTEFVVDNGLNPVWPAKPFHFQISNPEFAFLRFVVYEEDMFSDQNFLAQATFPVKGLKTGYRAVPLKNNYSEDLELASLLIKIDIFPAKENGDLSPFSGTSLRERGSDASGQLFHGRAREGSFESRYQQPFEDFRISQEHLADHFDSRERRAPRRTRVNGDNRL
DDE Tn7 FP inh: disrupts Tn7 cyclic peptide binding to fibrin D-Dimer-E complex. AID 720508. FP displacement of FITC-Tn7 peptide from fibrin DD(E); 0% = median of compound wells per plate. 370,000 compounds, 0.13% hits. inhibition, % at 8.3 µM. P02675;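 active = inhibition above the mean of compounds falling within the control limits plus 3 SD of them, cut at about 14% in these data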;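 also: 0% = plate median of compound wells and 100% = 10 µM Aha-Tn7 peptide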
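Assay system: human fibrin DD(E). Input: DD(E) 2 µM final. Medium: Tris buffer with calcium and detergent, pH 7.8. Compound dosing: single point at 8.3 µM. Timing: 10 min plus 3 h, room temperature. Technique: fluorescence polarization of the labelled Tn7 tracer. Read-out: percent inhibition. Replicates: singlicate testing.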
Tn6 DDE FP: inhibitors of Tn6 peptide binding to human fibrin DD(E). P02675. Fibrin DD(E) TRITC-Tn6 fluorescence polarization displacement. inhibition, % at 8.3 µM. 370,000 compounds, 0.21% hits. AID 720509;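 active = inhibition above a per-campaign cutoff: mean of compounds within control limits plus 3 SD, cut at about 15% in these data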;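 also: 0% = median of all compound wells on the plate and 100% = blocking peptide control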
SIAE primary: human SIAE inhibition, primary screen; SIAE FP-Rh probe binding, fluorescence polarization; inhibition, % at 9.66 µM; 370,000 compounds, 0.69% hits; AID 1053197;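 active = inhibition above a cutoff: mean of compounds within the control limits plus 3 SD of those, cut at about 17% in these data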;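 also: 0% = plate median of compound wells and 100% = probe without SIAE protein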
Starred values were filed as active, the others as inactive; i = inactive.

SMILES | ASAP1 GAP inh | TDP2 absorb | PLC-beta3 inh | ARFGAP1 inh | ADAM10 inh | ADAM17 inh | PLC-gamma1 inh | DDE Tn7 FP inh | Tn6 DDE FP | SIAE primary
CS(=O)(=O)N1CCC(C(=O)Nc2cccc(Cl)c2)CC1 | 1 | 1 | -1 | 2 | -6 | -5 | 0 | 4 | 0 | 2
O=C(Nc1ccccc1)OCc1cn(-c2ccc(Cl)cc2)nn1 | 2 | 7 | -1 | -2 | -5 | -5 | 0 | 2 | -9 | 5
Cc1[nH]c(C)c2c(=O)n(Cc3ccc(Cl)cc3)ncc12 | -9 | -12 | -1 | 4 | 1 | 3 | 3 | 1 | 6 | 2
CCN(CC)S(=O)(=O)c1ccc(OC)c(NC(=O)CSc2cc(C)ccc2C)c1 | -19 | -4 | -2 | 1 | 8 | 4 | -1 | -5 | 0 | -4
COc1ccc(C(=O)c2ccc(OC)c(N)c2)cc1N | -7 | -3 | -5 | -3 | 6 | -3 | -4 | -6 | -10 | 0
COC(=O)c1ccc2c(c1)N(C)S(=O)(=O)c1cnc(SCC(=O)C(C)(C)C)nc1-2 | -3 | -7 | -12 | 12 | -15 | -5 | -5 | -2 | -9 | 0
NS(=O)(=O)c1ccc(NC(=O)COC(=O)C2(c3ccc(F)cc3)CCCC2)cc1 | 5 | 0 | -1 | 13 | 13 | 11* | 0 | -5 | 6 | -6
O=C(COC(=O)c1ccc(O)cc1)Nc1ccccc1[N+](=O)[O-] | -9 | -4 | 2 | 7 | -2 | -2 | 1 | 1 | 5 | 5
Cc1c(NC(=O)COc2ccc3ccc(=O)oc3c2)c(=O)n(-c2ccccc2)n1C | -8 | 6 | -261 | 2 | i | -288 | -250 | -2 | 2 | 0
COc1ccc(C(=O)COC(=O)CCCn2c(=O)oc3ccccc32)cc1 | -1 | 1 | -1 | 3 | 1 | 1 | 2 | -2 | -1 | -8
Fc1cccc(Cl)c1CN1CCN(c2ncc(Cc3ccccc3)cn2)CC1 | 4 | -2 | -2 | 3 | -15 | -5 | 0 | 2 | 1 | 0
O=C(c1ccc(S(=O)(=O)c2ccc(F)cc2)c([N+](=O)[O-])c1)N1CCCCCC1 | 16 | -8 | 3 | -5 | 0 | -2 | 3 | 7 | -1 | 5
Cc1scc(C(=O)NNC(=S)NCC(C)C)c1C | 0 | -4 | 2 | -17 | -1 | -1 | 1 | 1 | 5 | 6
O=C(c1sc2cc(Cl)ccc2c1Cl)N1CCN(CCc2ccccn2)CC1 | -7 | -2 | -4 | 13 | 6 | -4 | -1 | -1 | 0 | -1
CC1(C(=O)NNC(=S)NCC2CCCO2)CC1(Cl)Cl (stereo not given) | 2 | 4 | -2 | 3 | 2 | -3 | 0 | 1 | -9 | 7
O=C(O)CCC(=O)Nc1ccc(Br)c(Cl)c1 | -9 | -3 | 1 | 1 | 2 | -1 | 0 | 6 | -6 | -3
COc1ccc(OC)c(S(=O)(=O)N2CCC(C(=O)NCCC3=CCCCC3)CC2)c1 | -7 | 13 | 1 | -8 | 6 | -2 | -3 | 5 | -7 | 1
Cc1cc(C)c2c(=O)cc(C(F)F)oc2c1 | 3 | -4 | 0 | 8 | 2 | -6 | 3 | 1 | -2 | 0
CCOC(=O)C1(CCOc2ccccc2)CCN(Cc2ccc(CO)o2)CC1 | 2 | 0 | -4 | -6 | -5 | -2 | -1 | -4 | -9 | -1
Cn1nc(-c2ccccc2)c(C(=O)NC(C(=O)O)c2ccccc2)c1Cl (stereo not given) | -1 | 10 | 0 | -2 | -1 | -2 | 2 | -1 | 2 | -3

3 entries out of the list above, sorted by the number in ADAM17 inh, rising.
SMILES | ASAP1 GAP inh | TDP2 absorb | PLC-beta3 inh | ARFGAP1 inh | ADAM10 inh | ADAM17 inh | PLC-gamma1 inh | DDE Tn7 FP inh | Tn6 DDE FP | SIAE primary
O=C(Nc1ccccc1)OCc1cn(-c2ccc(Cl)cc2)nn1 | 2 | 7 | -1 | -2 | -5 | -5 | 0 | 2 | -9 | 5
Cn1nc(-c2ccccc2)c(C(=O)NC(C(=O)O)c2ccccc2)c1Cl (stereo not given) | -1 | 10 | 0 | -2 | -1 | -2 | 2 | -1 | 2 | -3
Cc1[nH]c(C)c2c(=O)n(Cc3ccc(Cl)cc3)ncc12 | -9 | -12 | -1 | 4 | 1 | 3 | 3 | 1 | 6 | 2

Further entries follow.
SMILES | ASAP1 GAP inh | TDP2 absorb | PLC-beta3 inh | ARFGAP1 inh | ADAM10 inh | ADAM17 inh | PLC-gamma1 inh | DDE Tn7 FP inh | Tn6 DDE FP | SIAE primary
O=C1[C@H]2[C@H](C=CC[C@H]2C(=O)N2CCN(c3ccccc3)CC2)CCN1Cc1ccccc1 | 3 | 9 | -1 | 0 | 0 | -5 | 1 | 4 | 3 | 4
COCCCNC(=S)N(Cc1ccccc1)Cc1ccc(F)cc1 | -2 | 3 | 1 | 7 | 2 | -1 | -1 | -5 | 3 | -3
Cc1ccc(S(=O)(=O)NC(C)C(=O)NC2CCCCCC2)cc1 (stereo not given) | 0 | 3 | -4 | -1 | -9 | -2 | 0 | 6 | 10 | 1
Cc1ccc(C)c(N2CCN(c3nnnn3-c3ccccc3)CC2)c1 | -8 | -5 | 0 | 8 | 1 | 3 | 0 | 5 | 4 | 10
O=C(Nc1cccc([N+](=O)[O-])c1)Nc1ccc2c(c1)OCCO2 | -12 | -13 | -1 | 1 | 12 | 8.9* | 10* | -5 | 1 | 6
C/C(=N\NC(=O)c1ccn(C)n1)c1cccc(NC(=O)c2ccc(C)s2)c1 | 3 | -4 | 2 | 11 | -3 | 2 | 2 | -6 | 1 | -3
CCOC(=O)c1c(N)sc(C(=O)OC)c1C | -5 | -4 | 0 | 5 | -3 | 0 | 2 | 6 | 3 | 0
Cc1cc(C)cc(Cn2cc(CN3CC(N4CCN(Cc5ccccc5F)CC4)CS3(=O)=O)nn2)c1 (stereo not given) | 14 | 0 | 0 | -2 | -9 | -5 | -1 | 3 | 6 | 3
NC(=O)c1ccc(Nc2nnc(-c3ccc(O)cc3)c3ccccc23)cc1 | 12 | 7 | -498 | 6 | -31 | -19 | -358 | 0 | -4 | -4
Cc1c(N)ccc(-n2nc3ccccc3n2)c1C | -13 | -9 | -78 | 0 | 8 | 1 | -48 | -1 | -2 | 6
CCCCNC(=O)c1onc(CSc2cccc(C)c2)c1C(=O)O | -1 | 10 | -8 | 11 | 7 | 0 | -5 | -7 | 4 | 6
COc1ccc(N2CCN(C(=O)CNC(=O)c3cccs3)CC2)cc1 | -11 | 8 | -8 | -11 | -8 | -5 | 3 | -6 | -2 | 8
CC(C)(C)c1ccc(C(=O)NC(=S)NCC2CCCO2)cc1 (stereo not given) | 9 | -13 | 5 | -1 | 9 | 4 | 6 | 5 | 2 | -4
O=C(Cn1ccc2cc(S(=O)(=O)N3CCCC3)ccc21)NCCc1ccccc1 | 5 | -5 | -7 | -4 | 0 | 0 | 4 | 3 | -9 | 3
CCOc1ccc(NC(=O)c2ccc(S(=O)(=O)N3CCOCC3)cc2)cc1 | -6 | -1 | -4 | -2 | 1 | 0 | 1 | 0 | -2 | 4
COc1ccc(NC(=O)c2ccc3nc[nH]c3c2)cc1 | -8 | -8 | -4 | 6 | -12 | 1 | 3 | -11 | 0 | 0
CC(C)(C)c1ccc(C(=O)NCCc2ccccc2)cc1 | 4 | 11 | 2 | 7 | -2 | 1 | 2 | -4 | 9 | -8
CN1CCN(NC(=O)CN2C(=O)/C(=C/c3c(Cl)cccc3Cl)SC2=S)CC1 | -2 | 13 | 0 | -7 | 8 | 0 | 0 | 1 | 10 | -6
CC(C)C(=O)Nc1cc(C(F)(F)F)ccc1N1CCOCC1 | 4 | -9 | -1 | 3 | 3 | -3 | 0 | 6 | -1 | -4
COC(=O)CCC(=O)Nc1ccc(S(=O)(=O)Nc2cc(OC)nc(OC)n2)cc1 | 11 | 0 | -3 | -2 | -10 | -5 | 0 | -5 | 0 | -7
O=C(CCNC(=O)c1ccccc1Cl)NCC1CCCO1 (stereo not given) | 4 | -11 | -6 | -1 | -11 | 1 | 0 | -10 | -3 | -2
CCN1C(=O)c2ccccc2S(=O)(=O)c2ccc(C(=O)N3CCOCC3)cc21 | -22 | 3 | 4 | -12 | 3 | 2 | 3 | -2 | -4 | 10
Cc1coc2c(C)c3oc(=O)c(CCC(=O)N(C)CC(=O)O)c(C)c3cc12 | 0 | 5 | -187 | 6 | -131 | -59 | -136 | 7 | 1 | 2
COc1ccc(CNC(=O)CCCN2C(=O)NC3(CCCC3)C2=O)cc1 | 11 | 11 | -9 | 7 | -11 | -2 | -1 | -1 | 5 | 2
O=C(CN(Cc1ccco1)C(=O)c1ccc(F)cc1F)Nc1ccccc1C(F)(F)F | 0 | -4 | -6 | 4 | -10 | 2 | -4 | -7 | 5 | -2
Cc1ccsc1/C=C1/SC(=O)N(CC(=O)N2CCOCC2)C1=O | 14 | 4 | 1 | 8 | -6 | -3 | 2 | 8 | -1 | -3
Nc1c2c(=O)[nH]c(O)cc2nn1-c1ccccc1 | 18 | 89* | -20 | -4 | -34 | -7 | -13 | 2 | -3 | 11
O=S(=O)(Cc1nnnn1-c1ccccc1)c1ccc(Cl)cc1 | 3 | -16 | -10 | 12 | -11 | 0 | 0 | 2 | 7 | -2
COc1ccc(C(=O)Nc2nc3ccccc3[nH]2)cc1 | -3 | -24 | -4 | 5 | 10 | 2 | 6 | -12 | 2 | -4
O=C(Nc1nnc([C@@H]2O[C@H](CO)[C@@H](O)[C@H]2O)s1)Nc1ccccc1C(F)(F)F | 3 | 7 | -8 | 3 | -10 | -5 | 0 | -3 | -2 | 1
O=C(NC(=S)NC1CCCc2ccccc21)c1ccco1 (stereo not given) | -5 | -5 | -2 | 10 | 1 | -1 | -2 | 2 | -1 | 0
CCOC(=O)N(C)c1c(CC)nc2c(OCC(=O)C(C)(C)C)cccn12 | 0 | 6 | -6 | 1 | -14 | -5 | -3 | -6 | -2 | 4
Cc1ccc(CC(=O)Nc2ccccc2-c2ccccc2)cc1C | -12 | -8 | -2 | -7 | 7 | 4 | -3 | -2 | 4 | -3
CCC1(CC)Cc2ccccc2-c2nc(NCCO)[nH]c(=O)c21 | 14 | 6 | i | 5 | i | i | i | -3 | 7 | 5
O=C(N/N=C/c1ccc(-c2ccc([N+](=O)[O-])cc2)o1)C(O)c1ccccc1 (stereo not given) | 13 | -3 | -35 | 0 | 1 | 1 | -30 | 3 | -5 | -3
Cc1ccc(-c2nn(-c3ccccc3)cc2/C=N/NC(=O)c2ccncc2)o1 | 1 | 6 | -25 | 3 | 2 | 0 | -22 | 5 | -15 | -44
CN1CCN(CC(O)Cn2c3ccccc3c3ccccc32)CC1 (stereo not given) | 7 | 12 | 0 | -2 | 7 | 0 | 2 | 11 | -17 | 0
